TAAR1 ag – human TAAR1 agonism. 360,000 tested, 0.99% active. activation, % at 3 µM. CHO RD-HGA16 TAAR1, Fluo-8 calcium fluorescence; vehicle wells 0%, saturating PEA agonist 100%. AID 624467;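 active means activation above the mean activation of all test compounds in the run plus 3 SD, cut at about 38% in these data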
Target sequence (Q96RJ0 whole entry, looked up): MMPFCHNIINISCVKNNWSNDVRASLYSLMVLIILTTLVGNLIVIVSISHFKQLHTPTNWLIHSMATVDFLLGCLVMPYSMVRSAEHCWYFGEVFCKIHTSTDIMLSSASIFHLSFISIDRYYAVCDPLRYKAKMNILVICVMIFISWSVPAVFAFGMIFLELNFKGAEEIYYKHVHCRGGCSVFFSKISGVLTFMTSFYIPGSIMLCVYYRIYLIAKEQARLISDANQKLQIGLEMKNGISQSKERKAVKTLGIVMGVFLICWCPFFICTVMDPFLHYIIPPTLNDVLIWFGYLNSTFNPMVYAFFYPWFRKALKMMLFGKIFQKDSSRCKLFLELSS
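Signal – calcium-sensitive Fluo-8 signal, excitation 470-495, emission 515-575 nm · System – RD-HGA16 (CHO) cells co-expressing Gα16 and hTAAR1 · Incubation – 17-24 h seeding, 75 min 37 °C dye, 30 min RT · Compound dosing – 3 µM single concentration · Repeats – no replicates (n 1)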
CRFR2-BP ag – agonists of human CRF-binding protein/CRF-R2 receptor complex; HEK293 CRF-R2/CRF-BP, calcium dye fluorescence (FLIPR); percent of saturating CRF peptide response; 350,000 tested, 0.46% active; activation, % at 13.2 µM; AID 588473;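 active means activation of at least 50%, plus an integration ratio under a set limit after plate pattern correction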;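 further: plate controls were neutral control wells without compound for no effect and CRF at EC100 for full effect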
CHRM4 PAM – CHRM4 positive allosteric modulation | activation, % at 3 µM | 360,000 tested, 0.4% active | P08173 | CHO-K1 hM4/Gqi5, Fluo-8 calcium fluorescence, ACh EC20; 0% = ACh EC20, 100% = maximal ACh;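 active means activation above its plate's cutoff, the mean activation of sample wells plus 3 SD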; further: some results filed as inactive read as strong as hits
CHRM5 agonist – agonists of human muscarinic M5 receptor (CHRM5); P08912; activation, % at 3 µM; 360,000 tested, 0.19% active; CHO-K1 hM5 cells, Fluo-8 calcium fluorescence; 0% DMSO wells, 100% maximal acetylcholine response; AID 624037;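 active means activation above the run's mean over test compounds plus 3 SD, cut at about 23% in these data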;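 further: signal is peak over basal fluorescence ratio across the kinetic read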
Target sequence (P08912 whole entry, looked up): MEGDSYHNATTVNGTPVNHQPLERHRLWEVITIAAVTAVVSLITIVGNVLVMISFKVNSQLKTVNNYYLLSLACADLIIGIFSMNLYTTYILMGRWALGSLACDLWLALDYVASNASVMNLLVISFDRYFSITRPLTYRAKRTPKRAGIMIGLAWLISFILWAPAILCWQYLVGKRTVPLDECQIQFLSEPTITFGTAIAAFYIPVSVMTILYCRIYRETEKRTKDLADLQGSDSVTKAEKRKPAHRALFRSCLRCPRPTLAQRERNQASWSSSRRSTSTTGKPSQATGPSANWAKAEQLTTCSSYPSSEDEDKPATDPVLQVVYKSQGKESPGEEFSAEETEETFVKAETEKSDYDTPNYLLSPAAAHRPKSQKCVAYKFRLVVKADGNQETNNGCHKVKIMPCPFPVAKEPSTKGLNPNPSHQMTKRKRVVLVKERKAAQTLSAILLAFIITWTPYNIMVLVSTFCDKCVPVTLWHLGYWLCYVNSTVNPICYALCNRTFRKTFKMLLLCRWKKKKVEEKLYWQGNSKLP
TAAR1 antag – human TAAR1 antagonism. Q96RJ0. CHO RD-HGA16 TAAR1, Fluo-8 calcium fluorescence, antagonist. inhibition, % at 3 µM. AID 624466. 360,000 tested, 1.5% active;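 active means inhibition above a per-plate cutoff, the mean inhibition of test compounds on that plate plus 3 SD, cut at about 49% in these data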;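 further: 0% = DMSO plus EC80 beta-PEA response and 100% = DMSO alone without agonist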
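Test system: CHO RD-HGA16 cells bearing hTAAR1 | Reagent: β-PEA, EC80 | Compound dosing: 3 µM, single point | Schedule: Dye loading 75 min at 37 °C, then 30 min room temperature | Signal: Calcium fluorescence with Fluo-8 | Evaluation: Percent inhibition of PEA-evoked calcium signal, max/basal emission ratio | Control set: DMSO-only wells and EC80 β-PEA-stimulated wells | Repeats: Singlicate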
CRFR2-BP antag – CRF-BP/CRF-R2 complex antagonism | 350,000 tested, 0.59% active | HEK293 CRF-R2/CRF-BP, CRF-induced calcium fluorescence | inhibition, % at 11.8 µM;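 active means inhibition of the ligand-induced calcium signal above about 50% at the single tested concentration, limit read from the data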
M5 antag – blocks acetylcholine activation of human M5 receptor. P08912. CHO-hM5 cells, Fluo-8 calcium fluorescence, ACh EC80. inhibition, % at 3 µM. 360,000 tested, 0.59% active;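 active means inhibition above a per-plate cutoff, the mean of that plate's test compounds plus 3 SD, cut at about 27% in these data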;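 further: 0% = acetylcholine EC80 with DMSO and 100% = DMSO without agonist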
CHRM5 PAM – CHRM5 positive allosteric modulation | P08912 | CHO-K1 hM5, Fluo-8 calcium, ACh EC20 PAM; 0% = ACh EC20, 100% = ACh EC100 | activation, % at 3 µM | 360,000 tested, 0.3% active | AID 624038;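 active means activation above the run cutoff, the mean activation of all test compounds plus 3 SD, cut at about 18% in these data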
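system = human M5 receptor in CHO-K1 cells | compound = one concentration, 3 µM final (nominal) | schedule = Post-acetylcholine fluorescence recording 140 s | signal = Fluo-8 calcium dye fluorescence, kinetic read | benchmarks = low control EC20 acetylcholine (0%), high control EC100 acetylcholine (100%) | repeats = singlicate, one well per test compound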
CHO-K1 Ca PAM – counter-screen for M1 PAMs: effect in parental CHO-K1 cells | ATP EC20, Fluo-8 calcium fluorescence; 0% at ATP EC20, 100% at ATP max | activation, % at 3 µM | 360,000 tested, 0.02% active;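 active means activation above the run cutoff, the mean activation of all test compounds plus 3 SD, cut at about 40% in these data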;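 further: peak over basal fluorescence ratio in a 140 s read after ATP addition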
* marks the source's active call; other numbers are inactive results; nt = no result given.

Molecule,TAAR1 ag,CRFR2-BP ag,CHRM4 PAM,CHRM5 agonist,TAAR1 antag,CRFR2-BP antag,M5 antag,CHRM5 PAM,CHO-K1 Ca PAM
CCN(CC)C(=O)CSc1nnc2nnc3cc(Cl)ccc3n12,4.4,12.3,1.2,-7.2,-18.5,-5.6,2.2,5.3,-12.7
Cn1cnnc1Sc1ccc(C(=O)NCCC23CC4CC(CC(C4)C2)C3)cc1[N+](=O)[O-],-2.5,0.5,5.0,-7.4,-29.5,-2.5,0.9,-1.3,5.7
CC1=C(C(=O)Nc2ccc(C)cc2C)C(c2cccs2)NC(=S)N1 (stereo not drawn),-1.3,0.8,-3.5,-3.6,21.8,49.0,-4.5,4.3,-4.0
O=C(CC(C(=O)N1CCc2ccccc21)n1ccnc1)NCc1cccnc1 (stereo not drawn),2.7,0.4,0.8,1.9,15.2,-3.7,2.5,-3.2,10.5
Cc1ccc(NS(=O)(=O)c2ccc(NC(=O)C3CCCO3)cc2)cc1 (stereo not drawn),13.8,3.0,-7.1,8.4,8.5,15.3,6.0,-9.5,13.4
COc1ccc(OC)c(NC(=O)C2C3CCC(C3=C(C)C)C2C(=O)O)c1 (stereo not drawn),5.0,-0.3,1.2,0.6,-13.4,6.8,-3.3,-2.5,12.1
COc1ccc(CN2C(=O)c3ccccc3C2c2nnnn2C(C)C)cc1 (stereo not drawn),2.1,nt,5.5,1.4,12.4,nt,3.5,3.0,4.9
Cc1cc(/C=C(/C#N)c2cccc(F)c2)c(C)n1-c1cccnc1,6.8,0.2,-15.4,-3.1,8.3,24.0,6.6,-18.4,-4.2
COc1ccc(C(=O)Nc2ccccc2N2CCOCC2)cc1S(=O)(=O)N1CCOCC1,2.0,-1.3,2.0,-5.3,-3.6,-7.0,-2.2,2.6,11.6
CC(=O)N1CCOc2ccc(S(=O)(=O)N3C(C)CCCC3C)cc21 (stereo not drawn),1.0,6.0,4.0,-3.0,-3.5,-11.0,-3.9,2.2,17.3
Cc1nc2ncccn2c1-c1csc(Nc2ccc(O)cc2)n1,8.3,2.2,1.4,3.2,7.8,1.8,7.2,-3.1,15.5
Cn1c2ccccc2c(=O)c2cc(C#Cc3ccccn3)ccc21,4.3,-2.2,1.6,-1.6,15.5,-4.9,4.9,5.4,-2.2
CCN(CC)CCCNC(=O)CCc1ccccc1,2.4,1.6,-7.1,-6.0,-7.1,-3.0,5.0,0.9,10.8
COc1ccc(NC(=O)CSc2nnc(Cc3cccn3C)n2-c2ccc(OC)cc2)cc1,-1.4,-2.1,1.6,2.4,-46.5,20.1,-0.3,3.2,-7.1
COc1cc(/C(C)=N/NC(=O)CSc2nnc(C)s2)ccc1O,-0.6,0.2,6.0,-0.4,5.3,-7.2,3.7,2.0,-1.5
CCN(CC)S(=O)(=O)c1ccc(Cl)c(C(=O)NCCN2CCOCC2)c1,-0.6,-0.8,1.0,-3.7,6.3,-3.0,0.7,0.4,6.5
CN(C)c1nc(Oc2ccc(=O)n(C)n2)nc(N2CCOCC2)n1,2.0,0.7,1.7,2.0,6.8,-9.7,-4.3,3.2,9.3
Cn1cccc1Cc1nnc(SCC(=O)NCc2ccco2)n1CCc1ccccc1,2.4,-2.5,-2.6,-2.0,5.4,-26.6,3.6,-6.9,13.5
NC(=O)C1CCN(C(=O)COc2ccc3ccc(=O)oc3c2)CC1,1.1,0.2,11.2,0.3,4.6,-5.3,-2.5,2.9,3.6
Cc1ccc2oc(-c3ccc(NC(=O)c4cccnc4)cc3)nc2c1,15.9,3.4,-3.8,12.9,44.7,-20.3,7.7,-2.2,7.2
Cc1cc(C)nc(-n2nc(C)c(C3(O)C(=O)Nc4ccccc43)c2N)n1 (stereo not drawn),4.3,-1.6,0.2,3.2,5.3,6.3,7.5,-2.1,-6.3
COc1ccc(OC)c(Nc2nc3ccccc3n3cnnc23)c1,6.5,-2.8,17.8,-0.2,-3.9,11.3,-12.5,4.9,5.2
c1ccc(CNC2=NCCCC2)cc1,6.8,1.5,3.9,-5.8,-2.7,12.0,-3.4,2.5,12.8
CC(C)C[C@H](NC(=O)NCCC1=CCCCC1)C(=O)O,0.2,-0.4,9.7,-0.5,-15.2,-1.7,9.4,-0.8,16.3
Cc1cc(C(=O)N/N=C/c2ccc3c(c2)OCO3)c(C)n1-c1ccc(F)cc1,-0.2,-0.3,4.6,-0.1,18.4,-4.3,4.0,12.3,9.0
COC(=O)c1ccc(Cl)c(NS(=O)(=O)c2ccc3c(c2)OCCO3)c1,0.2,-0.3,4.5,-2.1,-1.0,10.7,5.0,-11.2,21.3
O=C(OCC(=O)N1CCN(C(=O)c2ccco2)CC1)c1ccccc1O,9.0,-1.0,-0.9,-1.2,5.7,14.7,-2.3,1.1,-3.2
O=C(CN1CCC(NC(=O)Nc2ccccc2)CC1)Nc1ccccc1F,2.9,-2.1,1.1,-2.0,-2.3,-3.2,7.0,0.4,14.1
CCCN(Cc1nnc(-c2ccccc2Cl)o1)C(=O)c1cc2ccccc2o1,8.0,-3.3,-8.2,-0.6,38.6,17.2,10.8,-6.2,-0.3
COc1cc(CNCCc2ccc(F)cc2)ccc1OCc1ccc(Cl)nc1,37.4,-0.1,-10.4,6.5,-4.3,7.7,0.4,1.3,25.8

Reformatted: results already given.
Order of values: TAAR1 ag | CRFR2-BP ag | CHRM4 PAM | CHRM5 agonist | TAAR1 antag | CRFR2-BP antag | M5 antag | CHRM5 PAM | CHO-K1 Ca PAM
> Cc1cc(/C=C(/C#N)c2cccc(F)c2)c(C)n1-c1cccnc1
    6.8 | 0.2 | -15.4 | -3.1 | 8.3 | 24.0 | 6.6 | -18.4 | -4.2
> COc1ccc(C(=O)Nc2ccccc2N2CCOCC2)cc1S(=O)(=O)N1CCOCC1
    2.0 | -1.3 | 2.0 | -5.3 | -3.6 | -7.0 | -2.2 | 2.6 | 11.6
> CC(=O)N1CCOc2ccc(S(=O)(=O)N3C(C)CCCC3C)cc21 (stereo not drawn)
    1.0 | 6.0 | 4.0 | -3.0 | -3.5 | -11.0 | -3.9 | 2.2 | 17.3
> Cc1nc2ncccn2c1-c1csc(Nc2ccc(O)cc2)n1
    8.3 | 2.2 | 1.4 | 3.2 | 7.8 | 1.8 | 7.2 | -3.1 | 15.5

Additional records:
Molecule,TAAR1 ag,CRFR2-BP ag,CHRM4 PAM,CHRM5 agonist,TAAR1 antag,CRFR2-BP antag,M5 antag,CHRM5 PAM,CHO-K1 Ca PAM
O=C(NC1CCCCC1)C(c1ccncc1)N(C(=O)c1csnn1)c1ccc(F)cc1 (stereo not drawn),1.9,-0.6,1.7,-4.3,-13.0,-1.0,12.6,-3.2,11.0
CNC(=O)[C@@]1(Cc2ccccc2)C=C[C@@H](C)N1C(=O)OC,0.6,-0.8,1.4,-4.5,3.2,0.7,8.3,-1.4,-8.9
CN(C)CCCNC(=O)CCc1nc2ccccc2c(=O)[nH]1,2.9,0.5,10.7,1.0,6.6,4.5,-1.1,4.8,11.6
O=C(CC[C@H]1O[C@@H](n2ccc(=O)[nH]c2=O)[C@H](O)[C@@H]1O)NCC(c1ccccc1)c1ccccc1,0.9,nt,12.0,-1.2,-15.8,nt,6.6,2.0,17.8
COc1ccc(C(CNC(=O)c2cccc(S(=O)(=O)Nc3ccc(F)cc3)c2)N2CCCC2)cc1 (stereo not drawn),31.8,0.1,6.4,-6.2,-20.5,-7.8,1.0,12.5,18.6
COc1ccccc1/C=C1/C(=O)ON=C1C,3.7,-1.1,3.6,-0.6,-0.7,4.5,3.1,-1.6,14.0
Cn1c(=O)cc(N2CCc3ccccc32)[nH]c1=O,0.4,-1.3,3.5,-0.8,-26.7,-5.8,-1.2,1.5,18.9
COc1cccc(CN2CCN(Cc3ccc(C)o3)CC2CCO)c1 (stereo not drawn),-0.6,1.7,16.4,-1.9,-28.3,-11.6,-5.4,12.0,23.5
COCCN(CCOC)C(=O)c1sc2nc(-c3ccccc3)cn2c1C,8.1,-0.8,-0.5,-1.0,3.1,-3.5,-2.4,3.5,12.6
Cc1ccc(OC(=O)c2ccccc2)cc1C,5.3,-1.9,6.6,-0.7,-3.5,-18.5,-5.8,9.4,6.8
CN(C(=O)c1ccco1)c1nc(CC(=O)Nc2ccccc2)cs1,10.8,-0.9,1.6,1.9,5.5,-31.1,1.7,-4.3,12.6
C/C(=N/NC(=O)c1ccco1)c1ccc(NC(=O)c2ccc(Br)o2)cc1,2.4,-0.3,6.0,-4.2,9.9,-1.9,0.6,3.4,-9.8
C=CCNC(=O)c1cc(-c2ccccc2)sc1N,0.0,nt,2.4,1.6,10.7,nt,-3.2,-2.1,nt
CC(=O)c1cccc(OCc2cc(C(=O)N(C)CCC3CCOCC3)no2)c1,4.2,0.8,-7.1,2.3,-6.5,6.8,-9.1,-0.1,12.5
O=C(c1ccc(CS(=O)Cc2ccc(Cl)cc2)o1)N1CCN(C2CCCCC2)CC1 (stereo not drawn),-0.2,1.5,-1.1,-2.7,-2.0,29.0,9.1,1.6,21.4
CC(C)(C)C1CCc2c(sc(NC(=O)c3cc(C4CC4)on3)c2C#N)C1 (stereo not drawn),-0.1,5.3,-7.3,2.1,-3.8,-27.0,0.2,4.6,12.8
C=CCn1c(SCC(=O)Nc2sc3c(c2C#N)CCC3)nnc1C1COc2ccccc2O1 (stereo not drawn),3.6,2.9,0.3,-3.2,4.2,-18.8,-5.0,0.0,12.3

Assay outcomes: PubChem BioAssay, several laboratories
